# CAL PDZ FP-1: blocks peptide binding to the human CAL PDZ domain; Q9HD26; purified CAL PDZ, TMR-peptide fluorescence polarization, 1 h; inhibition, % at 24.9 µM; 300,000 tested, 0.92% active; AID 602252;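 active = mean inhibition of at least 30% with at least half of replicates also reaching 30%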;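 also: 0% = DMSO neutral control and 100% = excess unlabeled competitor peptide PRC23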
# cardiac RTF act: increases calcium sensitivity of human cardiac regulated thin filaments. IANBD-labeled TnC RTF fluorescence at EC20 calcium; 0% EC20 calcium, 100% full calcium. activation, % at 7.2 µM. 340,000 tested, 0.24% active;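 active = activation above the mean over all tested compounds plus 3 SD, cut at about 30% in these data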;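 also: rise in fluorescence read as greater calcium sensitivity of cardiac thin filaments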
# Rtt109 Vps75: blocks Candida albicans Rtt109/Vps75 acetyltransferase activity; Q5AAJ8; purified Rtt109/Vps75, ThioGlo CoA-SH fluorescence, 4 h; inhibition, % at 34.9 µM; 330,000 tested, 0.16% active; AID 540336;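 active = inhibition of at least 50% in every replicate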
# Target sequence (Q5AAJ8 whole entry, looked up): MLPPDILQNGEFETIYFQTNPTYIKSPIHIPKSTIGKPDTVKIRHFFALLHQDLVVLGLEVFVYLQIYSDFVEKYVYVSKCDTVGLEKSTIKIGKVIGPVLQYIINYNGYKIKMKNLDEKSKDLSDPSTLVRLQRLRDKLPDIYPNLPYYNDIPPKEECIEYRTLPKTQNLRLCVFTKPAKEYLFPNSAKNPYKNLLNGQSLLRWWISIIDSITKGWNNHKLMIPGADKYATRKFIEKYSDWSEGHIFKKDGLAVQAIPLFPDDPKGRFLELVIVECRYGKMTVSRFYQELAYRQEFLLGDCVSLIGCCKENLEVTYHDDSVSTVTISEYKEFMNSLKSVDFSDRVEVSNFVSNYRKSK
# C-LANA FP: KSHV C-LANA DNA binding inhibition | inhibition, % at 9 µM | 340,000 tested, 0.078% active | AID 504423 | MBP-C-LANA/FAM-LBS DNA binding, fluorescence polarization;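 active = highest replicate inhibition at or above 60% at 9 µM, even if other replicates fall short; inactive = all replicates below 60% inhibition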;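 also: 0% = neutral control wells and 100% = 4 µM acridine orange control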
# Keap1 Nrf2 FP: inhibitors of human Keap1-Nrf2 protein-protein interaction. Keap1 Kelch-Nrf2 peptide fluorescence polarization, 1536-well. inhibition, % at 9.4 µM. 340,000 tested, 0.15% active. AID 504523; in the data active = inhibition above about 12%;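 also: human Keap1 Kelch domain with fluorescein labeled Nrf2 9mer peptide probe; 0% = neutral control wells and 100% = peptide positive control; higher means more block of Keap1 binding to Nrf2 peptide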
# Cardiac RTF inh: cardiac RTF calcium desensitization; P19429+P45379; IANBD-labeled cardiac RTF, Ca2+ fluorescence; inhibition, % at 7.15 µM; 340,000 tested, 0.12% active; AID 493244;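 active = inhibition above the mean inhibition of all tested compounds plus 3 SD, cut at about 17% in these data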;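 also: assay run at fixed EC70 calcium of 1.6 mM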
# CAL PDZ FP-2: human CAL PDZ-peptide interaction inhibition; Q9HD26; purified CAL PDZ, TMR-peptide fluorescence polarization, 1 h; inhibition, % at 20 µM; 330,000 tested, 0.02% active; AID 504414;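 active = highest replicate inhibition of at least 40%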;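 also: plate controls were DMSO neutral control wells for no effect and unlabeled competitor peptide control wells for full effect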
#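 material = purified tagged CAL PDZ domain construct (CerCALP) | buffer or medium = sodium phosphate/NaCl buffer pH 7.4 with TCEP, IgG, Thesit | reagent = TMR-labelled reporter peptide T*-PRC34 bound in PDZ groove | incubation = 1 h room-temperature incubation prior to read | measured by = fluorescence polarization (mP) | evaluation = percent inhibition from loss of millipolarization | control set = unlabelled peptide and DMSO controls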
# SR-BI uptake up: enhances SR-BI lipid uptake from DiI-HDL; CHO ldlA[mSR-BI] cells, DiI-HDL uptake fluorescence, 3 h; 100 = double the neutral-control signal; activation, % at 12.5 µM; 320,000 tested, 0.096% active;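 active = mean replicate activation of at least 60% and every replicate at or above 60%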;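 also: 0% = median plate neutral-control signal and 100% = twice that signal; values of inactives mirror those of a sister screen read the other way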
#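 Test system: SR-BI-overexpressing, LDLR-lacking CHO cells; Also added: labelled HDL, 10 µg/mL; Measured by: bottom-read cell fluorescence after medium removal, ex 550/em 595 nm; Timing: 3 h uptake period with compound, 37 °C; Buffer or medium: F12, 0.5% BSA, 25 mM HEPES; Doses: single compound concentration, delivered by pin transfer.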
# DAGLB inhibitor: diacylglycerol lipase beta (human) inhibition | Q8NCG7 | 340,000 tested, 0.059% active | AID 504411 | inhibition, % at 5.17 µM | HEK293T DAGLB membrane lysate, EnzChek fluorogenic substrate; in the data active = inhibition above about 34%;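 also: 0% = enzyme with vehicle and 100% = wells lacking enzyme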
# Target sequence (Q8NCG7 whole entry, looked up): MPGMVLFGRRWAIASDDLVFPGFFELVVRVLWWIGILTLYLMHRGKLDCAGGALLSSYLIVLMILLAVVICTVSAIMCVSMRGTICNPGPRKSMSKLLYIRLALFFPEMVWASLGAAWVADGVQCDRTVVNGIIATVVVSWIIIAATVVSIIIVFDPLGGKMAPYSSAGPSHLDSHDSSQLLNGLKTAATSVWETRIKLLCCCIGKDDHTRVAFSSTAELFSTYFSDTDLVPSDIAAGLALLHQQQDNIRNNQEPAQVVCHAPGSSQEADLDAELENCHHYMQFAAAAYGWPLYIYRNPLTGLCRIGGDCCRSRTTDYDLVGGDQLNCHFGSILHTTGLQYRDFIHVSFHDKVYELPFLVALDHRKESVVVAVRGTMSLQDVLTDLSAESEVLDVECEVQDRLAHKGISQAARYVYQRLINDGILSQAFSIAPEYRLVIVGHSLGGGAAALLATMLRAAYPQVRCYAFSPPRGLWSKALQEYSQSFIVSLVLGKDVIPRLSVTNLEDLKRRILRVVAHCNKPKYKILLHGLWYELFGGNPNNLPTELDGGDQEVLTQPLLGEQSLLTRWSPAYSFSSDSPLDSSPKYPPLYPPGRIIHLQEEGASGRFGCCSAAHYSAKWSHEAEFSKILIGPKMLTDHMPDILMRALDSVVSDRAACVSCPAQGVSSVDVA
# PKA-R2B act: activators of human PKA-R2B complex | P22694+P31323 | PKA-R2B holoenzyme dissociation, Cy5-IP20 fluorescence polarization; R2B truncated from residue 108, S112A mutant; 0% DMSO only, 100% 113 µM cGMP | activation, % at 11.4 µM | 340,000 tested, 0.079% active;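 active = activation above a cutoff set at the mean over all compounds plus 3 SD, cut at about 18% in these data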;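 also: higher means more holoenzyme dissociation and a rise in polarization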
# Active calls of the source: *; / = no result given.
SMILES,CAL PDZ FP-1,cardiac RTF act,Rtt109 Vps75,C-LANA FP,Keap1 Nrf2 FP,Cardiac RTF inh,CAL PDZ FP-2,SR-BI uptake up,DAGLB inhibitor,PKA-R2B act
O=C(CCCN1C(=O)NC2(CCCC2)C1=O)NCc1ccccc1,-2,-6,2,-2.1,1,3,0.1,9,-5,-15
COCCn1c(SCC(=O)Nc2ccc(Cl)cn2)nnc1-c1ccncc1,1,2,2,0.6,-7,-4,-0.5,10,1,-5
CCCCn1c(N)c(N(CCC(C)C)C(=O)c2cc(-c3ccco3)nc3ccccc23)c(=O)[nH]c1=O,-6,9,-16,-1.9,2,-7,-3.4,18,7,-5
O=C(CCc1ccccc1)Nc1nccs1,-2,-2,-13,-2.1,-3,-13,-0.3,-1,0,-1
O=C(O)c1cccc(NC(=S)NC(=O)c2cccc(OCc3ccccc3)c2)c1,15,-3,4,-0.6,-6,-6,-0.7,68*,4,-8
CCOCCCNC(=S)N1CCN(Cc2ccc3c(c2)OCO3)CC1,-1,-4,-6,-2.8,-3,6,-0.4,4,0,-2
OC(c1nnc(-c2ccccc2)o1)c1cccs1 (centres undefined),0,3,-2,4.2,-4,-8,0.8,17,0,3
CC(C)(C)SC(=O)CC1NS(=O)(=O)OCC1NC(=O)OCC(Cl)(Cl)Cl (centres undefined),-4,1,-2,-1.9,-6,-3,0.0,28,-4,5
COc1ccc2sc(N(CCN(C)C)C(=O)/C=C/c3cccs3)nc2c1,-4,1,-1,-2.8,-6,5,-3.4,-31,-3,-5
CCC1C(=O)Nc2ccccc2N1C(=O)c1ccc(Cl)nc1 (centres undefined),-2,3,-2,-0.8,1,-9,-2.8,-12,-3,-1
CC1(C)CC(=O)C(Sc2nnc(-c3ccc(NS(C)(=O)=O)cc3)n2Cc2ccco2)C(=O)C1,-5,-3,2,0.6,1,10,-0.4,38,0,-12
Cc1ccc(S(=O)(=O)Nc2cc(-c3nn(C)c(=O)c4ccccc34)ccc2N2CCOCC2)cc1,-4,0,-6,-1.0,0,2,-1.6,3,1,4
CCOC(=O)c1c(C)noc1CP(=O)(c1ccccc1)c1ccccc1,-2,9,1,1.1,0,2,/,0,1,2
O=C(O)c1nn(CC(=O)N2CCCCCC2)c(=O)c2ccccc12,-2,0,-7,0.0,1,12,-1.5,-1,-2,-2
Clc1ccc(OCCn2cnc(Cl)c2Cl)cc1,-1,2,42,0.8,0,-3,-2.5,/,1,-8
Cc1ccc(N2C(=O)C(CN3CCOCC3)C2c2ccccc2)cc1 (centres undefined),-1,1,1,0.4,3,-1,-1.6,/,0,-13
Cc1ccc(N=Nc2c(O)ccc3n[nH]nc23)cc1,-9,-4,-1,0.4,-4,6,/,10,15,-7
OC[C@H]1OC(O)[C@H](O)[C@@H]1O (some centres undefined),-1,-4,2,-2.4,3,4,-0.3,6,4,6
COc1ccc(S(=O)(=O)NCC2CCCN(C(=O)CC3CCCC3)C2)cc1 (centres undefined),-2,1,6,1.0,-2,-12,-2.1,11,-1,-8
Cc1sc2nc3ccc(N4CCCCC4)nn3c(=O)c2c1C,-2,-4,-27,2.0,-2,-6,-0.1,-12,0,1
Cc1cc(C)n2nc(SCc3nnc(-c4cccs4)o3)nc2n1,-1,7,-4,1.5,-1,-5,-1.7,9,-1,-8
COc1ccc(C(=O)NCC(=O)OCc2ccc(Br)cc2)cc1,-3,3,-1,-2.1,0,-9,-1.0,32,-3,-12
CCN(CC)S(=O)(=O)c1ccc(OC(C)C)nc1,/,2,6,-0.4,-3,-4,0.7,17,-3,8
Cc1noc(NS(=O)(=O)c2ccc(NC(=O)c3ccc(N4C(=O)c5ccccc5C4=O)cc3)cc2)c1C,-4,2,15,0.0,-2,-9,-0.4,2,7,0
Cc1ccc(S(=O)(=O)NCCCCCC(=O)Nc2cccc(C)c2)cc1,-3,2,-10,0.1,-3,-19,-0.3,-23,-3,-7
Cc1ccccc1/C(N)=N/O,-3,-4,-6,1.6,0,-10,-1.3,9,1,6
Cc1cccc(CCN(CC(=O)NC2CCCCC2)C(=O)c2csnn2)c1,-2,-2,0,-1.5,-3,-8,/,9,0,-5
Cc1ccccc1NC(=O)C1(NC(=O)c2cccc(N3C(=O)CSC3c3ccccc3)c2)CCCCC1 (centres undefined),-1,-4,-1,-1.4,-1,-4,0.8,-2,-4,-7
CC(C)(C)n1nnnc1C(c1cccnc1)N1CCN(c2cccc(C(F)(F)F)c2)CC1 (centres undefined),1,1,6,-0.1,-4,-12,0.2,-11,3,-5
COc1ccc(Cl)cc1NC(=O)CN(C)C(=O)c1cc2c(F)cccc2s1,-2,4,9,-1.0,-6,-1,0.3,-6,-7,8
CCOC(=O)C1CC2=C(CCCC2=O)NC1=O (centres undefined),0,2,-5,1.2,0,-11,-3.5,-13,0,10
Cc1ccccc1NC(=S)N(CCCN1CCOCC1)Cc1cccs1,-3,-4,2,0.6,-1,-15,-0.6,-5,-2,-7
COc1ccc(CNC(=O)CN2C(=O)NC3(CCCc4sccc43)C2=O)cc1 (centres undefined),-7,-3,-4,-2.0,1,-5,-1.0,11,1,6
COc1ccc(Cl)cc1Nc1nc(C)nc2c1nnn2Cc1ccccc1,/,0,-13,2.7,-5,-6,0.2,-4,-9,4
CCOc1ccc(C(=O)Nc2ccc3c(c2)OCCO3)cc1,2,-8,2,-0.9,-4,-10,0.2,16,3,1
CC(C)CC(=O)N1CCN(Cc2ccccc2[N+](=O)[O-])CC1,3,/,0,-1.7,1,/,0.3,18,/,/

# Whole records as entered above.
# Listed for CC(C)CC(=O)N1CCN(Cc2ccccc2[N+](=O)[O-])CC1 : CAL PDZ FP-1 = 3; cardiac RTF act = /; Rtt109 Vps75 = 0; C-LANA FP = -1.7; Keap1 Nrf2 FP = 1; Cardiac RTF inh = /; CAL PDZ FP-2 = 0.3; SR-BI uptake up = 18; DAGLB inhibitor = /; PKA-R2B act = /
# Listed for COc1ccc(Cl)cc1Nc1nc(C)nc2c1nnn2Cc1ccccc1 : CAL PDZ FP-1 = /; cardiac RTF act = 0; Rtt109 Vps75 = -13; C-LANA FP = 2.7; Keap1 Nrf2 FP = -5; Cardiac RTF inh = -6; CAL PDZ FP-2 = 0.2; SR-BI uptake up = -4; DAGLB inhibitor = -9; PKA-R2B act = 4

# The list goes on.
SMILES,CAL PDZ FP-1,cardiac RTF act,Rtt109 Vps75,C-LANA FP,Keap1 Nrf2 FP,Cardiac RTF inh,CAL PDZ FP-2,SR-BI uptake up,DAGLB inhibitor,PKA-R2B act
CCOC(=O)c1cccc(NC(=S)NC(=O)c2cccnc2)c1,/,3,-9,2.3,-4,-10,-0.4,-8,-1,-2
CCOc1ccc(CN2CCN(Cc3cc4ccccc4[nH]3)CC2CCO)cc1 (centres undefined),-4,-1,/,0.1,2,-11,-2.5,-20,1,-11
O=C(NC1CCN(C(=S)NCc2ccco2)CC1)c1ccc(F)cc1,-1,-1,-6,-0.1,2,5,-2.8,-12,0,-5
O=C(CN1C(=O)NC2(CCc3ccccc32)C1=O)Nc1cccc(F)c1 (centres undefined),4,-2,5,-0.4,-2,-5,-1.6,16,1,-5
CCCS(=O)(=O)N1CCN(CCCc2ccccc2)CC1,-2,6,7,-0.2,0,-9,-1.1,12,1,14
Cc1nn(-c2ccccn2)c2c1C(=O)C(Br)CC2 (centres undefined),6,8,0,-1.4,-10,-22,-0.2,14,1,-6
CC(=O)NC(CCS(C)(=O)=O)C(=O)Nc1ccc(C)c(F)c1 (centres undefined),5,-2,7,-1.6,-2,-2,0.6,5,-3,-8
COc1ccccc1/C=C/C=N/NC(=O)c1ccncc1,-7,-3,-1,-1.0,-2,-4,-1.4,-27,0,-16
Cc1cc(NCCCN2CCOCC2)n2nc(C)c(-c3ccccc3)c2n1,-4,-6,-1,2.7,-4,3,1.7,-2,1,12
O=C(Nc1ccc(Cl)cn1)c1ccc(-c2cc(Cl)ccc2Cl)o1,/,-5,-8,1.6,-1,0,0.1,6,-3,0
Cc1ccc(/C=C2\C(=O)NC(=O)N2C)o1,5,-1,10,-0.4,-1,0,-1.6,0,-3,-11
COc1ccc(OC)c(NC(=O)c2sc3ncnc(N4CCN(c5ccccn5)CC4)c3c2C)c1,0,4,-8,0.7,-5,-4,-1.8,-30,0,-4
Cn1c(CNc2nc(-c3ccccc3)cs2)nnc1SCC(=O)N1CCc2ccccc21,-3,-4,6,2.8,1,9,-1.1,-46,-4,4
S=c1[nH]c2cnc(Cl)nc2[nH]1,-2,1,-5,/,-1,-2,-0.4,6,-2,-7
COc1ccc(NC(=O)c2cc(F)cc(F)c2)cc1Cl,-8,7,3,3.2,-1,-13,-0.7,-28,-3,0
CC(C)N(c1ccccc1)c1ccc(NC(=O)CCl)cc1,-5,1,-18,0.7,-5,-1,1.7,5,6,-7
Cc1cc(C(=O)CSc2ccccc2)cc(C)c1O,-6,-4,7,-0.1,-1,-7,/,/,-4,-11
Nc1ccc(N=Nc2ccccc2Cl)c(N)n1,1,-10,2,0.0,1,4,0.6,-10,24,-7
COc1cccc(CNC(=O)COC(=O)c2nn(C)c(=O)c3ccccc23)c1,-1,-3,-6,-0.4,-3,-11,0.1,13,-1,-2
CCOC(=O)C1CCCN(C/C(O)=C(\C#N)c2nc(-c3ccc(Cl)cc3)cs2)C1 (centres undefined),-4,0,7,2.9,4,3,-0.6,-17,5,-8
Cc1ccc(C(C)NC(=O)c2ccc3c(c2)OCCO3)cc1C (centres undefined),-5,-6,0,2.7,4,-1,/,13,-6,3
CCc1cccc(OCC(=O)Nc2ccc(C)c(S(=O)(=O)N3CCCCCC3)c2)c1,3,-12,-1,-0.7,1,-8,-0.2,-21,-7,2
Cc1ccc(C)c(S(=O)(=O)Nc2ccc(C(=O)N3CCCCC3)cc2)c1,-8,1,26,1.2,4,-3,-0.9,24,2,1
Cc1ccc(CNS(=O)(=O)c2ccc(-n3cnnn3)c(C)c2)cc1,-2,0,11,-0.1,-6,-6,-3.5,/,-5,-8
Cc1csc(NC(=O)CCc2c(C)nc3cc(-c4ccc(Cl)cc4)nn3c2C)n1,/,-6,-8,-0.7,0,2,-0.6,-49,-2,-14
O=C1/C(=C/c2ccco2)SC(=S)N1CCC(=O)N1CCCCC1CCO (centres undefined),-1,0,5,-0.7,-1,-2,-1.9,-3,6,1
Cc1cc(NC(=O)c2cc(-c3ccc(Br)cc3)on2)no1,3,2,0,1.5,0,7,-0.5,15,2,10
Nc1nc2n(n1)C(=O)CC(c1ccc(Cl)cc1)N2 (centres undefined),/,-2,16,-1.1,-4,-2,-1.3,8,1,-6
CCc1nnc(NC(=O)COc2ccc3c(c2)OCO3)s1,/,-4,-12,1.1,7,3,-0.4,/,1,-3
COc1cccc(/C=C2\SC(=N)N(c3ccc(F)cc3)C2=O)c1,161*,0,-7,-1.2,2,7,-1.1,-80,0,8

# Outcome played no part in choosing rows; 1.6% or so of the library scored in one or more.
